# Screens (PubChem BioAssay)
# BCLXL inh – blocks human Bcl-xL binding to Bim BH3 peptide | Q07817 | GST-Bcl-xL / FITC-Bim BH3 peptide fluorescence polarization | inhibition, % at 10.9 µM | hit rate 0.7% among 320,000;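 active = inhibition above the mean of all tested compounds plus 3 SD, cutoff set per campaign, cut at about 30% in these data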;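 also: 0% = DMSO wells and 100% = unlabeled Bim-BH3 peptide competitor; inhibitors lower millipolarization by displacing the labeled peptide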
# MCL1-BIM inh – disrupts human MCL1 binding to BIM-BH3 peptide; inhibition, % at 10.9 µM; GST-MCL1 / FITC-Bim-BH3 fluorescence polarization; AID 2057; Q07820; hit rate 0.68% among 320,000;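 active = inhibition above the mean inhibition of all tested compounds plus 3 SD, set per campaign, cut at about 40% in these data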;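 also: 0% = DMSO wells and 100% = unlabeled Bim-BH3 peptide control; higher means more loss of mP so more displacement of Bim peptide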
# Target sequence (Q07820 whole entry, looked up): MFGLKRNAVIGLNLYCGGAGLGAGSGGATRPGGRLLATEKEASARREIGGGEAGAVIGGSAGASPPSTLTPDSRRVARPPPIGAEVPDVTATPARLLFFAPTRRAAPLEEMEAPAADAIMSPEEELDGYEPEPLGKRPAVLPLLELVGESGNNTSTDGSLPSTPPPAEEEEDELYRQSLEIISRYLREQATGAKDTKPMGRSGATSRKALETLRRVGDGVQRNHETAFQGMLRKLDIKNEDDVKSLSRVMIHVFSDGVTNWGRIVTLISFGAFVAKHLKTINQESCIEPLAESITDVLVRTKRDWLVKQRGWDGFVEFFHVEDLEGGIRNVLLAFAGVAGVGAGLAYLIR
# PME-1 primary – blocks human protein phosphatase methylesterase 1 | inhibition, % at 5.9 µM | Q9Y570 | AID 2130 | recombinant PME-1, FP-Rh probe fluorescence polarization | hit rate 0.53% among 320,000;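 active = inhibition above the campaign mean of all compounds plus 3 SD, cut at about 26% in these data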;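 also: competitive labeling of PME-1 active site by serine hydrolase directed probe; 0% = PME-1 with DMSO and 100% = wells lacking PME-1 enzyme; inhibitors block probe labeling so polarization falls and inhibition rises; many of its hits are not listed in these tables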
# GLD-1 TGE inh – GLD-1-TGE RNA interaction inhibition (C. elegans); purified GLD-1 + fluorescein TGE RNA, fluorescence polarization; Q17339; hit rate 0.44% among 320,000; inhibition, % at 5.96 µM;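 active = percent inhibition above a per-plate cutoff, the plate mean of test compounds plus 3 SD, cut at about 30% in these data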;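 also: 0% = DMSO wells with GLD-1 and probe and 100% = wells lacking GLD-1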
# Efflux pump inh – inhibitors of Candida antifungal efflux pumps expressed in yeast | S. cerevisiae Candida pump triplex, Nile Red efflux | inhibition, % at 10 µM | hit rate 0.44% among 330,000;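 active = plate passing quality check with inhibition over a set limit, or well fluorescence over plate mean plus 4 SD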;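 also: Nile Red retained in pooled yeast measured as flow cytometry median fluorescence; 0% = buffer negative control and 100% = Enniatin B positive control; higher means more Nile Red kept so more efflux inhibition; some compounds called inactive have numbers as strong as hits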
# MEX-5 binding – C. elegans MEX-5 TCR-2 RNA binding activity; Q9XUB2; activity score (negative = inhibition of binding), % at 10 µM; hit rate 0.38% among 300,000; MEX-5/FITC-TCR2 RNA binding, fluorescence polarization; stronger effect = lower value;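 active = inhibition past about -25% in most replicates, and total fluorescence under double the plate's negative control median, limit read from the data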;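 also: 0% = DMSO and -100% = 5 µM competing unlabeled TCR2 RNA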
# GRK2 aptamer HTS – blocks RNA aptamer binding to human GRK2. P25098. bead flow cytometry, FAM-aptamer displacement from GRK2. inhibition of aptamer binding, % at 10 µM. hit rate 0.59% among 330,000. AID 488847;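 active = inhibition of aptamer binding above 40%, roughly 3 SD of noise, on plates passing a quality check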;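 also: median bead fluorescence of bound FAM aptamer so fluorescent compounds give negative values; no value below 0 was filed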
# Target sequence (P25098 whole entry, looked up): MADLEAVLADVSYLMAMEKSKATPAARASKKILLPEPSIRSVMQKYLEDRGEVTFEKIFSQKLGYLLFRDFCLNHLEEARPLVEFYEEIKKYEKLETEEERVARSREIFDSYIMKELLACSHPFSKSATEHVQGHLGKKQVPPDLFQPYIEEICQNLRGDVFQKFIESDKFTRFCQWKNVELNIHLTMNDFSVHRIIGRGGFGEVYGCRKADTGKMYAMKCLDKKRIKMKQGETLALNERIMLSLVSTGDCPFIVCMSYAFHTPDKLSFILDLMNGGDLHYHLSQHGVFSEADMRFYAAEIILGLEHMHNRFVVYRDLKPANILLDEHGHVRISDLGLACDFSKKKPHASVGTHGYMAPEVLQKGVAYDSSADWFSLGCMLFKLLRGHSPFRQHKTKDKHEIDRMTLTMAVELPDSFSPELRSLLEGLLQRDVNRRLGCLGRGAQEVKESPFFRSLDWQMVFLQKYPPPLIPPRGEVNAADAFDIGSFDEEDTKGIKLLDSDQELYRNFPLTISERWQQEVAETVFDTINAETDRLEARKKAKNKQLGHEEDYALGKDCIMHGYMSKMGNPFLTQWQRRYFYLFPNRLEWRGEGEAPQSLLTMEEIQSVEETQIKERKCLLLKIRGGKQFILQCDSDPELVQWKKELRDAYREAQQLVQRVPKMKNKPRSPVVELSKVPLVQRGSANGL
# VLA-4 inh – inhibition in a human VLA-4 binding assay; inhibition, % (about 7 µM as worked out from the volumes in the protocol); VLA-4 expressing cells, ligand binding flow cytometry; hit rate 0.2% among 330,000; in the data active = inhibition above about 50%
# Fam108B inh – Fam108B inhibition, counter-screen for RBBP9 inhibitors; recombinant Fam108B, FP-Rh probe fluorescence polarization; inhibition, % at 9.51 µM; hit rate 0.33% among 300,000; AID 1947;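 active = inhibition above the screen mean inhibition plus 3 SD, computed separately per campaign, cut at about 18% in these data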;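 also: inhibitors lower polarization as less probe binds the enzyme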
# * hit, by the source's call; nt = not tested or not shown. A portion of the library; the hit share may differ from the screen's.
SMILES,BCLXL inh,MCL1-BIM inh,PME-1 primary,GLD-1 TGE inh,Efflux pump inh,MEX-5 binding,GRK2 aptamer HTS,VLA-4 inh,Fam108B inh
CCCc1[nH]n(-c2ccc(F)cc2)c(=O)c1C=Nc1ccc(C)cc1,3.5,5.9,3.3,2.1,0.1,-0.4,0.0,-42.4,1.7
CC(=O)N1CCCc2cc(S(=O)(=O)N3CCCC(C(=O)Nc4ccc(C)cc4C)C3)ccc21 (stereo unspecified),7.6,5.2,2.5,5.0,0.1,-1.2,0.0,10.9,0.5
Cc1[nH]c2ccc(F)cc2c1CCN(Cc1ccncc1)C(=S)Nc1ccc(F)cc1,7.3,9.6,2.3,2.7,0.1,1.9,0.0,-26.4,4.7
Cc1ccc(C(=O)N/C(=C\c2ccc(-c3ccc(Br)cc3)o2)C(=O)NC2CCS(=O)(=O)C2)cc1 (stereo unspecified),-2.5,-22.3,-8.7,3.6,-0.4,2.4,3.0,5.3,-0.4
Cc1ccccc1CC(=O)Nc1cccc(S(=O)(=O)N2CCCC2)c1,-4.2,2.0,4.1,-3.6,0.0,nt,0.0,-4.6,nt
CC(=O)NS(=O)(=O)c1ccc(NC(=O)/C=C/c2ccco2)cc1,15.6,10.9,-0.1,10.2,-0.1,-0.9,8.0,11.2,-1.8
COc1ccc(NC(=O)c2cc(S(=O)(=O)N3CCOCC3)ccc2C)cc1S(=O)(=O)N1CCOCC1,nt,nt,nt,1.6,0.0,nt,4.0,10.5,nt
CSCCC(NS(=O)(=O)c1ccc2ccccc2c1)C(=O)O (stereo unspecified),6.7,14.3,-5.0,11.6,0.1,-0.1,0.0,1.3,3.8
O=C(Cc1ccc(Br)cc1)Nc1cccc(Cl)c1,4.1,10.0,-6.1,10.3,-0.1,2.0,0.0,-7.1,3.6
C=CCNC(=O)N1CCC(CO)(Cc2ccc(Cl)cc2)CC1,4.2,0.3,-0.9,7.4,-0.8,0.7,2.0,9.2,0.9
COc1cc(C(=O)Nn2c(CC(C)C)nc3ccccc3c2=O)cc(OC)c1OC,7.7,2.7,-3.1,7.3,-0.2,-0.3,0.0,-2.2,4.5
COc1cc(C(=O)Nc2sc3c(c2C(=O)NCc2ccco2)CCCC3)cc(OC)c1OC,-5.5,-3.3,-1.5,0.9,0.0,0.9,0.0,-3.7,0.6
Cc1nc(-c2noc(-c3ccccc3Cl)n2)c(C(F)(F)F)o1,9.3,13.6,0.9,4.1,0.0,0.3,4.0,17.3,-0.5
CCC(C)(C)n1nnnc1C(C(C)C)N(CCN1CCOCC1)Cc1cc2cccc(C)c2[nH]c1=O (stereo unspecified),-1.4,-1.8,-1.4,2.0,-0.1,0.2,0.0,0.8,-3.6
COc1ccc(NC(=O)c2cc(C)cc(C)c2)cc1S(=O)(=O)N1CCCCC1,0.3,-0.2,-5.2,5.0,0.1,nt,0.0,13.6,nt
CC1CCCCN1C(=O)CN1C(=O)CN(C)C(=O)c2ccccc21 (stereo unspecified),3.1,0.7,-0.9,-0.4,0.1,-0.4,0.0,-1.3,1.6
COc1cc(OC)cc(C(=O)NCC(=O)NCCN2C(=O)S/C(=C\c3ccccc3Cl)C2=O)c1,4.3,4.9,3.1,-0.9,0.2,nt,3.0,2.4,nt
COc1ccc2c(CC(=O)NCCN3C(=O)S/C(=C\c4cccnc4)C3=O)coc2c1,-7.5,-3.2,-4.9,-5.9,0.1,-3.3,1.0,1.1,0.5
CC1=C(C(=O)Nc2ccc(Br)cc2)C(c2ccco2)NC(=O)N1 (stereo unspecified),0.2,-1.4,3.4,7.5,0.0,1.8,0.0,-0.4,2.4
CCC(=O)c1cn(/C(=C\C(=O)OC(C)(C)C)CCC(OC)OC)cc1CC,7.7,5.6,-4.4,5.5,-0.1,0.1,0.0,-28.2,2.8
O=C(Cc1ccccc1)Nn1c(O)c(/C=C2\C=Nc3ccccc32)sc1=S,-25.5,-37.8,2.4,-105.8,0.0,3.3,0.0,-77.6,5.5
Nc1nc(-c2ccccn2)nc(N)c1Cc1ccc(Cl)cc1Cl,-0.9,2.0,4.4,5.8,1.0,4.4,0.0,19.4,2.1
O=C(c1ccc(Br)o1)N1CCN(c2ccc3nnc(-c4ccc(F)cc4)n3n2)CC1,-3.2,-17.3,1.7,-0.6,0.3,0.1,6.0,-27.7,-3.2
CC(=O)Oc1ccc2c3c(c(=O)oc2c1)CCCC3,0.4,-0.8,-2.2,-3.1,-0.1,0.6,1.0,1.1,0.0
O=C1/C(=C/c2ccc(F)cc2)Oc2cc(OC(=O)N3CCOCC3)ccc21,6.7,7.1,1.8,-4.6,0.3,0.5,0.0,8.4,0.2
Cc1nc(SCC(=O)N2CCc3ccccc32)n[nH]1,1.9,-6.0,-7.7,-3.0,-0.1,1.6,0.0,3.0,-3.7
O=C(CCc1nnc2ccc(NCc3ccccc3)nn12)NC1CCCCC1,8.9,3.0,4.2,4.5,0.4,-1.3,0.0,7.0,-4.9
CCN(CC(=O)Nc1ccc(NC(C)=O)cc1)C(=O)c1cccc2ccccc12,4.6,2.1,-1.2,6.6,0.0,nt,0.0,-7.7,nt
Cc1cc2nnc(SCC(=O)NC3CCCCC3)n2c(N)n1,1.1,-4.8,-1.0,3.2,0.0,2.3,3.0,2.2,5.4
CSC1=N/C(=C\c2ccccc2F)C(=O)S1,5.2,6.5,4.6,-3.8,-0.1,1.6,4.0,4.5,2.3
Cc1ccc(NC(=O)C(C)N=C2NS(=O)(=O)c3ccccc32)cc1 (stereo unspecified),5.8,-0.5,-0.6,5.3,0.1,0.7,3.0,5.6,-1.0
CC(=O)N1c2ccc(S(=O)(=O)NCC3CCC(C(=O)N4CC(C)CC(C)C4)CC3)cc2CC1C (stereo unspecified),-3.0,-0.9,-1.7,-0.3,0.0,-0.2,1.0,30.6,-2.2
CCCCC(=O)N1CCN(c2nc3ccc(OCC)cc3s2)CC1,0.9,-2.1,-0.2,3.4,0.0,-2.8,0.0,-5.9,-0.4
Cn1cc(CNCc2cnc3ccccn23)c(-c2ccc(Oc3ccccc3)cc2)n1,2.5,3.4,7.1,-1.6,0.3,1.6,2.0,-1.7,-0.6
Cc1cc(C)nc(N/N=C/c2ccccc2OCc2ccccc2)n1,6.1,5.7,-0.7,2.0,-0.4,1.9,4.0,4.3,5.2
COc1ccc(C(=O)Nc2ccnn2C2CCN(C3CCC3)CC2)cc1,2.3,7.5,-5.6,5.9,0.0,nt,0.0,-2.4,3.1

# Rewritten as tab-separated lines: five of the compounds above.
Molecule	BCLXL inh	MCL1-BIM inh	PME-1 primary	GLD-1 TGE inh	Efflux pump inh	MEX-5 binding	GRK2 aptamer HTS	VLA-4 inh	Fam108B inh
COc1ccc2c(CC(=O)NCCN3C(=O)S/C(=C\c4cccnc4)C3=O)coc2c1	-7.5	-3.2	-4.9	-5.9	0.1	-3.3	1.0	1.1	0.5
Cc1cc(C)nc(N/N=C/c2ccccc2OCc2ccccc2)n1	6.1	5.7	-0.7	2.0	-0.4	1.9	4.0	4.3	5.2
CC(=O)N1c2ccc(S(=O)(=O)NCC3CCC(C(=O)N4CC(C)CC(C)C4)CC3)cc2CC1C (stereo unspecified)	-3.0	-0.9	-1.7	-0.3	0.0	-0.2	1.0	30.6	-2.2
O=C(c1ccc(Br)o1)N1CCN(c2ccc3nnc(-c4ccc(F)cc4)n3n2)CC1	-3.2	-17.3	1.7	-0.6	0.3	0.1	6.0	-27.7	-3.2
Cn1cc(CNCc2cnc3ccccn23)c(-c2ccc(Oc3ccccc3)cc2)n1	2.5	3.4	7.1	-1.6	0.3	1.6	2.0	-1.7	-0.6

# Later entries:
SMILES,BCLXL inh,MCL1-BIM inh,PME-1 primary,GLD-1 TGE inh,Efflux pump inh,MEX-5 binding,GRK2 aptamer HTS,VLA-4 inh,Fam108B inh
CCN1CCN(CCNC(=O)c2ccc(CS(=O)(=O)c3ccccc3C)o2)CC1,4.7,9.2,2.0,0.5,0.0,-2.7,5.0,23.3,-0.8
O=C(NC(Nc1nc2ccc([N+](=O)[O-])cc2s1)(C(F)(F)F)C(F)(F)F)c1ccccc1Cl,-18.6,-69.5,-0.6,-10.3,-0.2,-4.2,3.0,16.6,2.6
O=C(O)CCc1ccc(-c2cccs2)n1CCc1ccccc1,2.3,1.9,0.6,4.1,-0.1,0.5,5.0,26.3,-1.2
CC(C)(C)NS(=O)(=O)c1ccc(OCC(=O)NCCC2=CCCCC2)cc1,6.2,-0.3,3.3,-3.8,0.0,-0.9,2.0,2.3,1.1
O=C(Cc1ccccc1F)Nc1ccc2c(c1)CCC2,-2.7,-5.8,3.1,5.0,-0.2,-1.7,1.0,42.0,1.2
O=S(=O)(c1cccc(C(F)(F)F)c1)N1CCN(CC(O)COCc2ccccc2)CC1 (stereo unspecified),nt,nt,nt,5.8,0.3,nt,3.0,-2.8,nt
O=C(NCc1ccc(F)cc1)C1CCN(S(=O)(=O)N2CCC3(CC2)OCCO3)CC1,3.4,5.4,-1.8,4.8,0.1,-0.5,3.0,1.6,-0.1
Cc1cc(C)c(OCCOCCN2CCNCC2)c(C)c1,4.7,-2.2,-3.4,5.2,0.0,0.3,2.0,12.1,-2.0
CCn1c(SCC(=O)NC2CCCC2)nnc1C(C)C,4.3,12.0,1.0,-1.4,0.8,0.7,2.0,-5.5,3.3
O=C1OC(=O)C2C1[C@@H]1CC[C@H]2O1 (stereo partly specified),-3.3,4.6,2.5,-2.2,-0.1,-6.9,0.0,18.7,-3.8
CCc1ccc(NC(=O)c2nc(S(=O)(=O)Cc3ccccc3)ncc2Cl)cc1,2.2,23.6,-14.9,2.7,0.1,-7.6,0.0,17.7,-10.1
CC(=O)Nc1cn(-c2ccccc2)nc1-c1ccccc1,8.2,-1.2,-8.8,3.8,0.2,2.2,3.0,10.8,-1.8
Cc1ccc2c(CN(C)Cc3ccc(Cl)cc3Cl)cc(=O)oc2c1,0.1,5.0,-10.1,-3.4,-0.4,0.1,6.0,16.0,-4.4
COc1cc(NC(=O)COC(=O)CCc2nc3ccccc3c(=O)[nH]2)cc(OC)c1,nt,nt,nt,13.3,0.0,nt,3.0,0.5,nt
COc1ccc(C/C(=N\OC(C)=O)c2ccc(OC)cc2)cc1,2.6,-1.1,-2.8,-10.7,0.3,-2.4,0.0,9.5,0.6
Cc1cc(CNC(=O)C2CCC(=O)N(CCc3ccc(Cl)cc3)C2)no1 (stereo unspecified),1.8,2.3,2.2,-10.0,0.1,1.1,3.0,-13.1,2.5
COc1nc(NCCN2CCOCC2)nc(Nc2ccc([N+](=O)[O-])cc2)n1,-0.5,-1.8,-1.7,-7.3,0.2,0.2,4.0,-2.8,-2.4
COc1cccc(CNC(=O)N2CCN(S(=O)(=O)c3ccc(Cl)cc3)CC2)c1,6.7,3.0,7.8,-0.8,0.0,-0.4,0.0,3.5,1.8
Cc1cc(CNC(=O)COc2cc(F)ccc2[N+](=O)[O-])c2ccccc2n1,5.8,8.8,-0.9,10.0,-0.1,-0.9,1.0,1.4,1.6
CC(C)(C)c1csc(NC(=O)Nc2ccccc2)n1,2.8,5.1,6.7,5.3,0.0,1.3,6.0,5.3,1.5
CCC(C(N)=NCCc1ccc(OC)c(OC)c1)c1ccccc1 (stereo unspecified),nt,nt,nt,nt,-0.1,2.8,1.0,-6.4,nt
COc1ccc(CCNC(=S)NCCc2c[nH]c3ccccc23)cc1,8.6,6.1,4.0,-0.6,0.3,1.6,8.0,0.5,0.5
